# Source: PubChem BioAssay (several laboratories)
# NPY-Y1 antag – blocks the human neuropeptide Y Y1 receptor. HEK293-CNG Y1 cells, membrane potential fluorescence; NPY at EC95, then isoproterenol. 200,000 compounds, 1% hits. P25929. inhibition, % at 3.6 µM;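 active = inhibition above the campaign mean inhibition of all tested compounds plus 3 SD, cut at about 20% in these data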;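 also: 0% = DMSO wells given NPY plus isoproterenol and 100% = isoproterenol alone without NPY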
#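 Assay system: HEK293 cells with Y1 receptor plus CNG channel | Probe or stimulus: NPY (25 nM), isoproterenol (1 µM), Ro 20-1724 (25 µM) | Timing: Compound incubation 1 h at room temperature, readout 45 min post-stimulation | Measured by: Membrane-potential fluorescent dye readout | Benchmarks: High control isoproterenol alone, low control NPY with isoproterenol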
# RBBP9 inhibitor – blocks human serine hydrolase RBBP9; recombinant RBBP9, FP-Rh probe fluorescence polarization; inhibition, % at 7.94 µM; 220,000 compounds, 0.2% hits; AID 1515;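 active = inhibition above the campaign mean of all tested compounds plus 3 SD, cut at about 14% in these data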;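 also: plate controls were DMSO wells with RBBP9 for no effect and wells lacking RBBP9 protein for full effect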
# Target sequence (O75884 whole entry, looked up): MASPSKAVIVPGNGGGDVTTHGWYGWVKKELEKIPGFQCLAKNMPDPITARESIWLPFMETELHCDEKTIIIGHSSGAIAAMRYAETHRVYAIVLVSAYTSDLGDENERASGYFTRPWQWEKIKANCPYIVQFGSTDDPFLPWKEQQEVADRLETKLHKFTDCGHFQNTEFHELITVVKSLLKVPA
#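 System: RBBP9 protein / Buffer or medium: Tris/NaCl buffer pH 8.0 with 0.1% Pluronic / Probe or stimulus: Serine-hydrolase probe FP-Rh, 375 nM pre-mixing / Dosing: 7.94 µM single dose, 0.794% DMSO / Times: enzyme-compound preincubation 30 min, then probe labeling 45 min, 25 °C / Technique: fluorescence polarization (mP), excitation 525 nm, emission 598 nm / Replication: singlicate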
# NPY-Y1 PAM-ag – human NPY-Y1 potentiation or agonism, primary screen. P25929. NPY-Y1 expressing cells, potentiator/agonist activation. activation, % at 3.6 µM. 220,000 compounds, 0.37% hits; in the data active = activation above about 33%, passing the limit was not always enough;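 also: cells stimulated with NPY at EC10 then isoproterenol at EC100; 0% = low agonist plus stimulus and 100% = saturating agonist plus stimulus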
# Runt-CBFb FRET – Runt domain-CBFb interaction inhibition; Cerulean-Runt/Venus-CBFb FRET ratio 530/480, 1 h; inhibition, % at 20 µM; 220,000 compounds, 0.46% hits; AID 1496;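 active = inhibition over about 50% at 20 µM in the single-dose screen, limit read from the data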;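 also: 0% = DMSO wells and 100% = excess unlabeled CBFb competitor control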
#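 Schedule: protein complex preformed 1 h, compound exposure 1 h, room temperature, dark; test system: Cerulean-labeled Runt domain protein; amount: 100 nM per protein; buffer or medium: Tris 50 mM pH 7.5, KCl, K2SO4, 0.01% BSA; read-out: loss of energy transfer signal; detection: FRET fluorescence; controls: 5 µM unlabeled CBFb as full-inhibition high control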
# Mdm2 ligase inh – inhibitors of human Mdm2 E3 ubiquitin ligase | Q00987 | cell-based MDM2 ubiquitination luciferase reporter, 2 h; 0 = plate control, 100 = twice control, blank-subtracted | signal enhancement, % at 5 µM | 210,000 compounds, 0.11% hits | AID 1230;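 active = signal enhancement of 30% or more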;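 also: luminescence tracks abundance of the self-degrading MDM2-luciferase fusion protein; higher signal means inhibition of MDM2 E3 ligase activity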
#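 test system = mammalian cells stably expressing self-ubiquitinating, self-degrading MDM2 E3–luciferase fusion | quantity = 2000 cells/well | incubation = cell settling 4 h, compound treatment 2 h, both 37 °C | signal = luminescence with SteadyLite reagent, 15 min at room temperature | evaluation = % enhancement relative to plate controls after blank subtraction | benchmarks = plate controls and plate blanks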
# p97 ATPase inh – human p97 ATPase inhibition | P55072 | recombinant p97 ATPase, Kinase-Glo ATP luminescence, 3 h | inhibition, % at 8 µM | 220,000 compounds, 0.42% hits | AID 1481; in the data active = inhibition above about 15%;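 also: 0% = DMSO vehicle and 100% = wells lacking enzyme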
# Hck Nef HTS – blocks Nef-activated human Hck kinase; P08631; 220,000 compounds, 0.68% hits; Recombinant Hck-YEEI plus Nef, Z-Lyte FRET kinase assay; inhibition, % at 20 µM;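 active = Hck-Nef kinase inhibition above about 50%, limit read from the data; inactive = inhibition below that limit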;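 also: 0% = DMSO with Hck plus Nef and 100% = Hck alone without Nef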
# Target sequence (P08631 whole entry, looked up): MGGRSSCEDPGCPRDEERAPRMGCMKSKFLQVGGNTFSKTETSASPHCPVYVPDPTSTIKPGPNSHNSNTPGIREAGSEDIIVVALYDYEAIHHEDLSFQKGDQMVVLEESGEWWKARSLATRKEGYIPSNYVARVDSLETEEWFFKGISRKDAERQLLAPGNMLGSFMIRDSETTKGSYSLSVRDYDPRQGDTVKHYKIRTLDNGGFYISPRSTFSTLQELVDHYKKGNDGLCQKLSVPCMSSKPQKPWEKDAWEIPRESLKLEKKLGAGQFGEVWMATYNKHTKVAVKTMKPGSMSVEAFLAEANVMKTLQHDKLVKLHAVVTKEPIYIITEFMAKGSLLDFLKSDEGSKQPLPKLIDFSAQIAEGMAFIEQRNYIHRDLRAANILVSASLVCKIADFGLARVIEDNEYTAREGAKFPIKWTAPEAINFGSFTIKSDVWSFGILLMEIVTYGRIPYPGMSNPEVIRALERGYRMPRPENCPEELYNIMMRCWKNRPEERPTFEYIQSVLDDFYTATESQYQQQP
# NPY2 pot ag – human NPY-Y2 potentiation or agonism, primary screen; P49146; cells expressing NPY-Y2, potentiator/agonist read-out; activation, % at 3.6 µM; 220,000 compounds, 0.45% hits; AID 1359; in the data active = activation above about 27%;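 also: cells stimulated with NPY near EC25 plus isoproterenol at EC100; 0% = vehicle plus submaximal agonist and 100% = vehicle plus saturating agonist; some results beyond the cut were filed as inactive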
# Runt-SMMHC FRET – inhibitors of human RUNX1 Runt domain binding to CBFb-SMMHC; Cerulean-Runt/Venus-CBFb-SMMHC FRET ratio 530/480, 1 h; inhibition, % at 20 µM; 220,000 compounds, 0.74% hits; AID 1434;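 active = mean inhibition across duplicate retests at 20 µM reaching about 50%, limit read from the data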;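 also: 0% = DMSO wells and 100% = wells with excess untagged CBFb-SMMHC; inhibitors lower the FRET ratio by blocking Runt binding to CBFb-SMMHC; some results filed as inactive read as strong as hits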
# Numbers without * were called inactive; nt = not tested or not shown. An unsorted share of the library; about 3.5% have a hit in one of these screens.
No. | Structure | NPY-Y1 antag | RBBP9 inhibitor | NPY-Y1 PAM-ag | Runt-CBFb FRET | Mdm2 ligase inh
1 | Cn1c(N/N=C/c2c[nH]c3ccccc23)nc2ccccc21 | -4 | 3 | 37 | 5 | -9
2 | O=C(NCc1ccc2c(c1)OCO2)c1cc(=O)[nH]c2ccccc12 | nt | -16 | -15 | -1 | nt
3 | CCCCc1c(C)nc(Nc2ccc(OC)cc2)[nH]c1=O | 9 | -8 | -7 | -3 | 0
4 | Cc1onc(-c2c(F)cccc2Cl)c1C(=O)Nc1nccs1 | -2 | -15 | 0 | 1 | -12
5 | COc1ccc2c(c1)C1CC(C)(NC(=O)C1C(=O)c1ccccc1)O2 (centres undefined) | -2 | -2 | -1 | 0 | 1
6 | CC1(C)Cc2cccc(Oc3ccc(S(=O)(=O)N4CCCCC4)cn3)c2O1 | 3 | -2 | -17 | -1 | -8
7 | COC(=O)C1=C(C)N(C)C(=S)NC1c1cc(OC)ccc1OC (centres undefined) | -2 | -8 | -3 | 0 | -14
8 | CCN1CCCc2cc(CN(CCN3CCOCC3)C(=S)Nc3ccc(OC)c(Cl)c3)ccc21 | 0 | -2 | 5 | 2 | -1

No. | p97 ATPase inh | Hck Nef HTS | NPY2 pot ag | Runt-SMMHC FRET
1 | 2 | -1 | 20 | 2
2 | -1 | 14 | -5 | 2
3 | 4 | 3 | 4 | 1
4 | -2 | 24 | 12 | 0
5 | 8 | 0 | 8 | 0
6 | 3 | 21 | -2 | 3
7 | 0 | 6 | -6 | -1
8 | 3 | 22 | -14 | 4

# (more compounds)
No. | Structure | NPY-Y1 antag | RBBP9 inhibitor | NPY-Y1 PAM-ag | Runt-CBFb FRET | Mdm2 ligase inh
9 | O=C(NC(C(=O)c1ccccc1)n1ccc(=O)[nH]c1=O)c1ccccc1 (centres undefined) | 2 | -6 | 23 | 2 | 16
10 | CO/N=C/c1ccc(N2CCN(C(=O)c3ccc(Cl)cc3Cl)CC2)c([N+](=O)[O-])c1 | 8 | -3 | 1 | -2 | -18
11 | CCNC(=S)NNC(=O)Nc1ccccc1 | -3 | -1 | 14 | 4 | 1
12 | Cc1c(Cl)cccc1NC(=S)NCCc1ccc(S(N)(=O)=O)cc1 | -4 | -11 | -9 | 0 | -3
13 | Cn1c(SCC(=O)Nc2ccc3nc(SCC(=O)NC4CC4)sc3c2)nnc1-c1ccccc1 | -3 | -1 | 22 | -2 | -4
14 | COc1cc2cc(Oc3ccc4ccc(=O)oc4c3)c(=O)oc2cc1OC(C)=O | 3 | 5 | -11 | 2 | -1
15 | O=C(CN(C(=O)C1COc2ccccc2O1)c1ccccc1)NCC1CCCO1 (centres undefined) | -2 | -7 | 11 | 0 | -20
16 | O=C(CSc1ccccc1)N/N=C/c1ccccc1O | -1 | -3 | -16 | 4 | -7

No. | p97 ATPase inh | Hck Nef HTS | NPY2 pot ag | Runt-SMMHC FRET
9 | 3 | 0 | 4 | 6
10 | -8 | 0 | -3 | -4
11 | 3 | -2 | 1 | -2
12 | 5 | 1 | -4 | -1
13 | 6 | 3 | 6 | 4
14 | 4 | 3 | 3 | 8
15 | 0 | 1 | 6 | 1
16 | 3 | -11 | -4 | -2

# Ten compounds from above, arranged by SMILES length, ascending.
No. | Structure | NPY-Y1 antag | RBBP9 inhibitor | NPY-Y1 PAM-ag | Runt-CBFb FRET | Mdm2 ligase inh
11 | CCNC(=S)NNC(=O)Nc1ccccc1 | -3 | -1 | 14 | 4 | 1
16 | O=C(CSc1ccccc1)N/N=C/c1ccccc1O | -1 | -3 | -16 | 4 | -7
4 | Cc1onc(-c2c(F)cccc2Cl)c1C(=O)Nc1nccs1 | -2 | -15 | 0 | 1 | -12
12 | Cc1c(Cl)cccc1NC(=S)NCCc1ccc(S(N)(=O)=O)cc1 | -4 | -11 | -9 | 0 | -3
15 | O=C(CN(C(=O)C1COc2ccccc2O1)c1ccccc1)NCC1CCCO1 (centres undefined) | -2 | -7 | 11 | 0 | -20
9 | O=C(NC(C(=O)c1ccccc1)n1ccc(=O)[nH]c1=O)c1ccccc1 (centres undefined) | 2 | -6 | 23 | 2 | 16
14 | COc1cc2cc(Oc3ccc4ccc(=O)oc4c3)c(=O)oc2cc1OC(C)=O | 3 | 5 | -11 | 2 | -1
8 | CCN1CCCc2cc(CN(CCN3CCOCC3)C(=S)Nc3ccc(OC)c(Cl)c3)ccc21 | 0 | -2 | 5 | 2 | -1
13 | Cn1c(SCC(=O)Nc2ccc3nc(SCC(=O)NC4CC4)sc3c2)nnc1-c1ccccc1 | -3 | -1 | 22 | -2 | -4
10 | CO/N=C/c1ccc(N2CCN(C(=O)c3ccc(Cl)cc3Cl)CC2)c([N+](=O)[O-])c1 | 8 | -3 | 1 | -2 | -18

No. | p97 ATPase inh | Hck Nef HTS | NPY2 pot ag | Runt-SMMHC FRET
11 | 3 | -2 | 1 | -2
16 | 3 | -11 | -4 | -2
4 | -2 | 24 | 12 | 0
12 | 5 | 1 | -4 | -1
15 | 0 | 1 | 6 | 1
9 | 3 | 0 | 4 | 6
14 | 4 | 3 | 3 | 8
8 | 3 | 22 | -14 | 4
13 | 6 | 3 | 6 | 4
10 | -8 | 0 | -3 | -4

# Later entries:
No. | Structure | NPY-Y1 antag | RBBP9 inhibitor | NPY-Y1 PAM-ag | Runt-CBFb FRET | Mdm2 ligase inh
17 | CC(C)Sc1nc2ccsc2c(=O)[nH]1 | 7 | -1 | 4 | 2 | -5
18 | Cn1nc(-c2ccc(Cl)cc2)cc1NC(=O)CC(C)(C)CC(=O)O | nt | -7 | -6 | 0 | -7
19 | CCCNC(=O)c1nc(C)n(-c2cc(Cl)cc(Cl)c2)n1 | 2 | -8 | 10 | 0 | -20
20 | CS(=O)(=O)N1N=C(c2ccco2)CC1c1ccccc1Cl (centres undefined) | nt | -12 | 9 | 5 | 1
21 | CC1CCCN(C(=O)CSc2nc3ncccc3[nH]2)C1 (centres undefined) | 3 | -1 | -3 | 3 | -18
22 | COc1cccc2cc(C(C)=O)oc12 | -1 | -7 | 2 | 1 | -5

No. | p97 ATPase inh | Hck Nef HTS | NPY2 pot ag | Runt-SMMHC FRET
17 | 6 | -10 | 7 | -3
18 | 1 | 8 | 3 | -1
19 | 0 | -13 | 10 | 0
20 | -3 | 2 | -2 | -2
21 | -4 | 10 | -3 | 1
22 | -1 | 20 | -3 | -1
